# CF NFkB inh: inhibitors of PAF-induced NF-kB signaling, primary screen, cell-based, GFP fluorescence, uHTS; KKLEB NF-kB-GFP reporter, GFP fluorescence overnight; inhibition, % at 5 µM; hit rate 0.86% among 360,000;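 active = at least 50% inhibition at 5 µM, scaled per plate between neutral and stimulator controls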;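 note: PAF is a Pseudomonas aeruginosa culture filtrate used as stimulus; plate controls were PAF-stimulated DMSO wells for no effect and unstimulated DMSO wells for full effect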
# NR2E3 ag-1: inhibitors of NR2E3-RetCOR corepressor binding, primary screen, NR2E3 agonist project, biochemical, TR-FRET, GST-NR2E3, biotin-RetCOR. inhibition of corepressor binding, % at 4.78 µM. hit rate 0.12% among 320,000. AID 2300, 2010. Photoreceptor-specific nuclear receptor (Homo sapiens), Q9Y5X4. 1536-well;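 active = percent inhibition above the cutoff of mean plus 3 SD of all tested compounds, set per screening campaign, cut at about 20% in these data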;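 note: 0% = DMSO wells and 100% = biotin wells as full block of FRET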
# Target sequence (Q9Y5X4 whole entry, looked up): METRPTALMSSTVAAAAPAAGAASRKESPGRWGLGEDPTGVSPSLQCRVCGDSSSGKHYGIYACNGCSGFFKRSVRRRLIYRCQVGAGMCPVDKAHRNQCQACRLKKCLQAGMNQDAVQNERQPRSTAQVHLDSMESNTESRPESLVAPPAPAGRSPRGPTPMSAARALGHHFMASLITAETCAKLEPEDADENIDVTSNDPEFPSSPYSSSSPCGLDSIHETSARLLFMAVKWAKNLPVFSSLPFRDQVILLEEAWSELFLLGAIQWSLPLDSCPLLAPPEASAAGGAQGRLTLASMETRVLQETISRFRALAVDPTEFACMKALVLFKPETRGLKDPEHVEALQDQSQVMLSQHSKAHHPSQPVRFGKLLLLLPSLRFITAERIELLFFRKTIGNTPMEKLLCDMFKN
#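 system = GST-tagged NR2E3 plus biotinylated RetCOR corepressor | input = 1.35 nM GST-NR2E3 | also added = 7 nM biotin-RetCOR | schedule = 5 h incubation at 4 °C | measured by = TR-FRET with europium anti-GST and streptavidin-D2, 340 nm excitation | read-out = percent loss of FRET ratio relative to control wells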
# iPSC survival up: enhancers of single-cell hiPSC survival, primary screen, ATPlite luminescence | 100% = ROCK inhibitor wells, 0% = DMSO | survival enhancement, % at 20 µM | hit rate 0.044% among 360,000; in the data active = survival enhancement above about 18%;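 note: cells exposed to compounds for 16 hours before the ATP read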
# TWEAK-Fn14 inh: inhibitors of TWEAK-Fn14 signaling, primary screen, luciferase reporter cells, uHTS; TWEAK-stimulated Fn14 reporter cells, luciferase luminescence, 8 h; inhibition, % at 10 µM; hit rate 2% among 360,000; in the data active = inhibition above about 50%
# Shn3 3UTR inh: reduction of Shn3 3'UTR firefly luciferase signal, primary screen, Schnurri-3 inhibitor project, cell-based, Clone20 osteoblasts, set 2; hit rate 0.52% among 360,000; Clone20 osteoblast Shn3 3'UTR firefly luciferase, 24 h; inhibition, % at 12.5 µM; AID 588674, 2011;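 active = mean inhibition of at least 75% with every replicate also reaching 75%; inconclusive = mean inhibition at least 75% but some replicate below; inactive = mean inhibition below 75%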;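 note: 0% = median of neutral control wells and 100% = pilot-screen positive control compound; some compounds past the cut are filed as inactive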
# MITF TRPM1 inh: inhibitors of MITF-dependent TRPM1 promoter reporter, primary screen, cell-based, SK-MEL-5, single point, luciferase. AID 488899, 2010. inhibition, % at 12.5 µM. hit rate 0.83% among 330,000. SK-MEL-5 TRPM1 promoter luciferase, 24 h;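 active = mean inhibition across replicates of 60% or more, whatever share of single replicates reaches that level; inconclusive = some that reach 60%, reason not given; inactive = mean inhibition across replicates below 60%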; note: values of inactives mirror those of a sister screen read the other way
# HIF-2a inh: HIF-2a reporter inhibitors, primary screen, luminescence, 786-0 RCC cells; hit rate 0.72% among 360,000; AID 624352, 2012; 786-0 RCC cells HIF-2a reporter, luciferase luminescence, overnight; inhibition, % at 18.8 µM;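 active = inhibition of the luminescence signal of 40% or more relative to plate controls, in a single-dose primary screen at 18.75 µM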
# NR2E3 ag-2: NR2E3 agonists in two-hybrid cells, primary screen, cell-based, luminescence, CHO-S, Gal4-NCOR/VP16-NR2E3; Photoreceptor-specific nuclear receptor (Homo sapiens), Q9Y5X4; inhibition of corepressor binding, % at 3.98 µM; luciferase; AID 602229, 2012; hit rate 0.35% among 360,000;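 active = inhibition above the mean of all tested compounds plus 3 SD, cut at about 70% in these data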;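 note: 0% = DMSO with NR2E3 transfected cells and 100% = cells lacking NR2E3 construct; higher means lower luciferase signal from less NR2E3 corepressor binding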
# Peg3 promoter: Peg3 promoter-driven luciferase inhibitors, primary screen, cell-based, HeLa, luciferase luminescence; hit rate 1.7% among 360,000; inhibition, % at 20 µM; HeLa PEG-Prom luciferase reporter, overnight;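 active = inhibition of at least 50% at 20 µM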
# aDG glyco act: activators of alpha-DG glycosylation, primary screen, uHTS, Pro5-aDG cells, AlphaScreen. alpha-DG glycosylation AlphaScreen (IIH6); 0% Pro5, 100% B10-LARGE cell signal. activation, % at 10 µM. hit rate 0.22% among 360,000;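 active = activation of at least 8% versus controls, or a plate z-score of at least 8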;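 note: Pro5 are CHO cells carrying HIG-tagged alpha-DG that lacks glycosylation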
# KKLEB tox: cytotoxicity in KKLEB CF airway cells, primary screen, cytotoxicity control for CF NF-kB inhibitor project, cell-based, uHTS, fluorescence assay plates. hit rate 0.36% among 360,000. KKLEB CF airway cells viability, ATPlite luminescence, overnight; stronger effect = lower value; cells stimulated with P. aeruginosa culture filtrate. activity change (cytotoxicity), % at 5 µM;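 active = corrected activity change at or below -50% at 5 µM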
# Starred values were filed as active, the others as inactive; ? = inconclusive; . = no result given. Hits appear at their usual frequency; overall some 4.4% were active at least once.
SMILES,CF NFkB inh,NR2E3 ag-1,iPSC survival up,TWEAK-Fn14 inh,Shn3 3UTR inh,MITF TRPM1 inh,HIF-2a inh,NR2E3 ag-2,Peg3 promoter,aDG glyco act,KKLEB tox
Cn1c(-c2ccccc2)cnc1NCc1cc2c(cc1[N+](=O)[O-])OCO2,-10,-1,0.7,1,-4,0,-27,-25,-56,0.5,-1
c1ccc(CC(Nc2ccccn2)c2ccccc2)cc1 (stereo not drawn),-9,2,-4.0,-12,-15,3,6,17,10,-0.3,2
Clc1cccc(Cc2nn[nH]n2)c1,-50,3,-0.6,-12,-2,.,4,-3,6,0.2,21
CS(=O)(=O)N(CC(=O)N1CCN(Cc2ccccc2)CC1)c1cccc(F)c1,5,0,-0.5,14,-11,-3,13,13,2,0.0,0
CCCCOC(=O)CSC1=C(C#N)C(c2ccccc2OCC)C(C#N)C(=O)N1 (stereo not drawn),-6,22*,-1.6,-20,17,-2,3,11,-2,-0.1,5
CCOc1ccc(NC(=O)Nc2cc(C)on2)cc1,-6,2,3.5,-14,-48,-40,-181,-38,-164,0.2,-10
CCc1cc(C(=O)Cc2nc3ccccc3[nH]2)c(O)cc1O,-17,2,4.8,-8,-10,-23,-18,-119,-36,0.0,-1
CCOc1ccc(OCc2cccc(C(=O)N(CC)CC)c2)cc1,-1,0,-2.8,-32,6,57,-6,-223,-109,1.0,8
O=C(CSC1=NCCS1)Nc1nc2ccccc2s1,7,-2,-0.6,-69,-15,-42,-250,-42,-202,0.1,-5
Cc1[nH]c2ccccc2c1C(=O)/C=C/c1ccccc1,-20,1,-0.9,0,-36,-19,-229,-64,-207,0.6,-6
CSc1ccc(Cl)c(C(=O)NNC(=O)c2cccs2)c1,5,.,-0.1,5,-6,-7,-41,-22,-49,0.0,8
Cc1ccccc1Nc1c(-c2ccccn2)nc2ccccn12,-16,-2,-0.3,-37,55,34,2,76*,18,1.0,5
O=C(NCc1ccccc1)NS(=O)(=O)c1ccccc1Cl,-1,0,0.7,-19,3,-3,18,3,13,0.2,-2
COc1ccc(C2CC(c3ccccc3OC(C)=O)=NN2C(=O)/C=C/c2ccccc2)cc1OC (stereo not drawn),11,4,1.2,32,11,-1,8,-25,3,-0.3,-14
O=C(NCCCN1CCCCC1)C1CCN(c2ncnc3c2nc2n3CCCCC2)CC1,6,-1,-0.4,-12,8,-1,11,-25,1,-0.1,-1

# Shown as a hit in NR2E3 ag-2, of those listed so far:
structure | CF NFkB inh | NR2E3 ag-1 | TWEAK-Fn14 inh | Shn3 3UTR inh | MITF TRPM1 inh | HIF-2a inh | NR2E3 ag-2 | Peg3 promoter | aDG glyco act
Cc1ccccc1Nc1c(-c2ccccn2)nc2ccccn12 | -16 | -2 | -37 | 55 | 34 | 2 | 76* | 18 | 1.0

# Carrying on:
SMILES,CF NFkB inh,NR2E3 ag-1,iPSC survival up,TWEAK-Fn14 inh,Shn3 3UTR inh,MITF TRPM1 inh,HIF-2a inh,NR2E3 ag-2,Peg3 promoter,aDG glyco act,KKLEB tox
Cc1cc(C(=O)Nc2c(C)nn(Cc3ccccc3)c2C)on1,12,-1,2.1,7,7,.,21,-8,0,-0.2,-10
C=CCOc1ccc(/C=C/C(=O)Nc2ccc(C(=O)NC)cc2)cc1,20,-6,-2.8,-15,-12,0,-11,14,-2,0.0,4
CCCCN1CC(C)(C)Oc2cccc(F)c2S1(=O)=O,6,.,0.0,1,2,2,10,-17,8,0.0,-7
CCOC(=O)C1=C(COC(=O)/C=C/c2ccc(OC)c(OC)c2)NC(=O)NC1C (stereo not drawn),21,5,-0.3,-50,10,8,-9,9,2,0.4,-11
CN(CCC1CCOCC1)C(=O)CC1C(=O)NCCN1Cc1cccc(F)c1 (stereo not drawn),-9,2,0.3,-4,-8,3,7,-17,9,0.2,0
O=C(NCC1CCCN1S(=O)(=O)c1cccs1)c1ccc(F)cc1 (stereo not drawn),-21,2,-0.4,-3,-15,-10,8,-26,-23,0.0,-3
COCCN(C(=O)c1snc(C(N)=O)c1N)C(C(=O)NC1CCCC1)c1cc(OC)c(OC)c(OC)c1 (stereo not drawn),-4,4,-0.1,9,-15,-1,-3,-6,0,-0.1,4
C=CCN1C=C2C(=O)C(C)(OC(=O)c3cccs3)C(=O)C=C2C=C1CCCC(=O)OC (stereo not drawn),31,1,2.8,4,1,-12,17,0,3,0.3,12
CC1CCCC(C)N1CCCNC(=O)Cn1ncc2c3ccccc3n(C)c2c1=O (stereo not drawn),-19,-4,-0.4,-1,-3,1,18,0,7,0.1,-7
COc1ccc(S(=O)(=O)Nc2ccc3c(c2)C(=O)N([C@H](C)CO)C[C@H](C)[C@@H](CN(C)S(=O)(=O)c2ccc(OC)cc2)O3)cc1,14,.,-1.6,-12,-31,-2,12,-5,-19,-0.3,1
CC(=O)NCCc1ccc(C(=O)CSc2nnc(C3CC3)n2C2CC2)cc1,10,4,0.6,4,17,6,-5,4,-14,-0.1,11
CCOC(=O)Cc1csc(NC(=O)CSc2nc(-c3ccccc3)c(C#N)c(=O)[nH]2)n1,-21,12,1.6,21,-2,2,16,-8,10,0.0,1
CCOc1ccc(-c2nnc(N3CCCCC3)c3ccccc23)cc1,8,3,-2.4,-9,?,6,-7,-3,17,-0.1,-15
Cn1cc(C(=O)C(=O)NC2CCCCC2)c2ccccc21,-40,2,0.0,-23,-43,-37,-177,-33,-140,0.0,-2
COc1cccc(N(C(=O)Cn2nnc(-c3ccc(F)cc3)n2)C(C(=O)NCC2CCCO2)c2ccc(Cl)cc2)c1 (stereo not drawn),-2,3,-0.4,0,2,4,10,-14,9,0.0,-18

# 4 entries from above, sorted by their value in CF NFkB inh, descending.
mol,CF NFkB inh,NR2E3 ag-1,TWEAK-Fn14 inh,Shn3 3UTR inh,MITF TRPM1 inh,HIF-2a inh,NR2E3 ag-2,Peg3 promoter,aDG glyco act
CCOC(=O)C1=C(COC(=O)/C=C/c2ccc(OC)c(OC)c2)NC(=O)NC1C (stereo not drawn),21,5,-50,10,8,-9,9,2,0.4
CCCCN1CC(C)(C)Oc2cccc(F)c2S1(=O)=O,6,.,1,2,2,10,-17,8,0.0
CC1CCCC(C)N1CCCNC(=O)Cn1ncc2c3ccccc3n(C)c2c1=O (stereo not drawn),-19,-4,-1,-3,1,18,0,7,0.1
O=C(NCC1CCCN1S(=O)(=O)c1cccs1)c1ccc(F)cc1 (stereo not drawn),-21,2,-3,-15,-10,8,-26,-23,0.0

# (cont.)
SMILES,CF NFkB inh,NR2E3 ag-1,iPSC survival up,TWEAK-Fn14 inh,Shn3 3UTR inh,MITF TRPM1 inh,HIF-2a inh,NR2E3 ag-2,Peg3 promoter,aDG glyco act,KKLEB tox
CC(C)/C=C/C(=O)N1CCC(N2CCC(C(=O)NCc3ccccn3)CC2)CC1,-13,-1,-0.6,13,-23,-17,17,8,4,0.0,9
CC12CCC(C(=O)C1)C1(C)CCCC(=O)C21 (stereo not drawn),-8,.,-1.1,-23,9,2,18,-7,2,0.8,4
COc1ccc2c(c1)Cc1sc(NC(=O)c3cccs3)nc1-2,-46,-2,-0.6,5,-50,-47,-262,-133,-302,-0.3,26
CC[C@H](C)[C@H](NC(N)=O)C(=O)NCCc1ccc(Cl)cc1Cl,-24,3,1.9,2,-1,9,9,-7,12,0.1,8
O=C(c1cccc(Cl)c1)N1CCN(Cc2ccncc2)CC1,7,.,-4.9,9,-4,-4,-1,0,18,-0.1,-10
O=C(C1=C(O)C(=O)N(Cc2cccnc2)C1c1cccc(Oc2ccccc2)c1)c1ccco1 (stereo not drawn),-15,.,1.0,10,-6,-20,3,-10,8,0.2,0
O=C1N[C@@H](Cc2ccccc2)COC(=O)[C@H](Cc2ccc(F)cc2)CC/C=C/C[C@H]1CC(=O)N(CCO)Cc1ccccc1,-4,.,5.6,24,15,-12,14,-18,6,3.5,6
Cc1ccc(OCCC(=O)Nc2ccc(S(=O)(=O)Nc3nccs3)cc2)cc1,-5,3,0.1,8,-13,-5,-2,-6,-13,0.0,-7
Cc1ccc(/C=C/C(=O)OC(C)C(=O)Nc2ccc(Cl)cn2)o1 (stereo not drawn),8,2,2.3,15,4,-9,-1,-6,4,-0.1,23
CCc1ccc(Nc2nc3ccccc3c(=O)s2)cc1,0,0,-1.3,-8,-12,-3,-36,-16,-34,-0.1,-5
CC(c1ccco1)N(C(=O)c1cccc(Br)c1)c1ccccn1 (stereo not drawn),-20,6,0.1,-6,-24,-13,-267,22,-40,-0.1,4
CC[C@]12c3[nH]c4ccccc4c3CCN1C(=O)C(CC(=O)NCCc1ccccn1)C[C@@H]2C(=O)N1CCN(C(=O)c2ccco2)CC1 (stereo partly drawn),-2,.,0.4,-7,-5,-6,2,3,2,0.0,9
COC(=O)c1cnc[nH]1,-15,3,-2.2,-4,-2,17,10,-9,17,0.3,0
COC(=O)c1ccccc1COn1c(=O)c[n+]([O-])c2ccccc21,-26,0,-2.8,-3,-8,-2,14,-7,1,-0.4,17
CCCCSc1nnc(CSc2ncccn2)n1C,-9,3,1.8,-31,17,-4,21,-24,5,0.3,9
O=C(COc1coc(CN2CCCc3ccccc32)cc1=O)Nc1ccccc1,-26,0,-0.1,-12,24,20,-47,-15,-12,-0.1,7
CSc1ccccc1NC(=O)C1CCCN(S(C)(=O)=O)C1 (stereo not drawn),-9,3,0.5,17,-4,11,4,-11,0,0.1,-6
Cc1cc(N)ccc1-n1nc2ccccc2n1,-8,-2,1.0,-5,-21,2,5,-27,-53,-0.1,7

# Ordered by formula weight (ascending): part of the list above.
SMILES,CF NFkB inh,NR2E3 ag-1,iPSC survival up,TWEAK-Fn14 inh,Shn3 3UTR inh,MITF TRPM1 inh,HIF-2a inh,NR2E3 ag-2,Peg3 promoter,aDG glyco act,KKLEB tox
Cc1cc(N)ccc1-n1nc2ccccc2n1,-8,-2,1.0,-5,-21,2,5,-27,-53,-0.1,7
COc1ccc2c(c1)Cc1sc(NC(=O)c3cccs3)nc1-2,-46,-2,-0.6,5,-50,-47,-262,-133,-302,-0.3,26
CC(c1ccco1)N(C(=O)c1cccc(Br)c1)c1ccccn1 (stereo not drawn),-20,6,0.1,-6,-24,-13,-267,22,-40,-0.1,4
O=C1N[C@@H](Cc2ccccc2)COC(=O)[C@H](Cc2ccc(F)cc2)CC/C=C/C[C@H]1CC(=O)N(CCO)Cc1ccccc1,-4,.,5.6,24,15,-12,14,-18,6,3.5,6

# Screens deposited in PubChem by several laboratories.
